PG9 Ab binder: PG9 antibody binding by small molecule; TR-FRET gp120-PG9 antibody binding; inhibition, % at 6.7 µM; hit rate 0.43% among 360,000; AID 624416; in the data active means inhibition above about 8.5%
hcDAF-12 act: activates DAF-12 receptor from parasite H. contortus; HEK293 hcDAF-12 lit1-tk-luc reporter, luminescence; 0% DMSO, 100% Δ7-dafachronic acid; activation, % at 6.8 µM; hit rate 1.4% among 370,000; AID 652067;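 active means activation above the mean of all tested compounds plus 3 SD, cut at about 5.5% in these data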;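 further: 100% = response to 3 µM Δ7-dafachronic acid high control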
ssDAF12 agonist: activates DAF-12 receptor from parasite S. stercoralis; HEK293 ssDAF-12/GRIP1 lit1-tk-luc reporter, luminescence; % of 3 µM dafachronic acid response; activation, % at 6.8 µM; hit rate 1% among 370,000; AID 652126;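 active means activation above the mean over all tested compounds plus 3 SD, cut at about 0.9% in these data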;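 further: 0% = DMSO-only wells and 100% = 3 µM delta7-dafachronic acid wells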
sPLA2-III inh: Inhibits HGIII-sPLA2 liposome hydrolysis, primary screen; Q9NZ20; QFRET BODIPY PC-A2 liposome hydrolysis, fluorescence; inhibition, % at 12.2 µM; hit rate 0.56% among 370,000;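 active means inhibition above mean plus 3 SD of compounds lying within the high and low control bounds, cut at about 19% in these data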;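 further: 0% = median of test compound wells and 100% = no enzyme DMSO wells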
NR1D1 modulator: Rev-erb alpha (human) modulation. P20393. Rev-erbα–FITC-DNA binding, fluorescence polarization, 90 min. activity, % at 10 µM. hit rate 0.79% among 370,000;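 active means activity above about 14%, limit read from the data; passing the limit was not always enough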;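 further: 0% = DMSO wells with 35 nM protein and 100% = DMSO wells with 750 nM protein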
Target sequence (P20393 whole entry, looked up): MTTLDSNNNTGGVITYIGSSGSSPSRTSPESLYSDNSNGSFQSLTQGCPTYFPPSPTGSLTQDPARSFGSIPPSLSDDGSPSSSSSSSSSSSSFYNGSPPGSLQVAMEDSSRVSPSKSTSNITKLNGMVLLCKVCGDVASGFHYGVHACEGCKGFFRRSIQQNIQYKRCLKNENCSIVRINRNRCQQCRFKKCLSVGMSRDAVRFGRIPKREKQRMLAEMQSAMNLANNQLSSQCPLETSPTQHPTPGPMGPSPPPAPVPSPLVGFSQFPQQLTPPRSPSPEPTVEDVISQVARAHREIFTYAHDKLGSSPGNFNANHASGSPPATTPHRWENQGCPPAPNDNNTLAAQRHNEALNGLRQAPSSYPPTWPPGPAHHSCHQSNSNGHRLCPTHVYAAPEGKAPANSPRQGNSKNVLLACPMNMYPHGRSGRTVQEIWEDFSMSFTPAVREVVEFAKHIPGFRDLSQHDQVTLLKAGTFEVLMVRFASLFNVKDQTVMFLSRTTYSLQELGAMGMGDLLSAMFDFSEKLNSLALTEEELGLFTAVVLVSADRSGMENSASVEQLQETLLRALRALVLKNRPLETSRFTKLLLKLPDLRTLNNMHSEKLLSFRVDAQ
hgDAF12 agonist: activates the H. glycines DAF-12 receptor ligand-binding domain | HEK293 GAL4-hgDAF12 UAS-luciferase reporter, agonist luminescence; normalized to butyrate control | activation, % at 6.8 µM | hit rate 1.8% among 370,000 | AID 687014;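 active means activation above a cutoff set at the mean of all screened compounds plus 3 SD, cut at about 10% in these data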;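 further: 0% = DMSO wells and 100% = sodium butyrate wells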
PLCb3 inh: inhibitors of human phospholipase C beta3; hit rate 0.18% among 370,000; AID 720704; Purified PLC-beta3, fluorogenic substrate, fluorescence; inhibition, % at 12.2 µM; in the data active means inhibition above about 11%;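 further: 0% = median of compound wells on plate and 100% = full blocker control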
SMARCA2 activ: increases SMARCA2 function in MMTV reporter cells; MG213 cells, MMTV-luciferase reporter, dexamethasone, overnight; activation, % at 9.1 µM; hit rate 1% among 370,000; in the data active means activation above about 7.8%;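 further: 0% = vehicle wells and 100% = reference activator wells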
FXN GAA850 act: activators of GAA850 frataxin (FXN) promoter; HEK293 lucGAA850 FXN promoter luciferase reporter, 24 h; percent of 10 µM SAHA response; activation, % at 6 µM; hit rate 0.56% among 360,000;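 active means activation above the average of all compounds screened plus 3 SD, cutoff fixed separately per campaign, cut at about 7.5% in these data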;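 further: 0% = DMSO wells and 100% = 10 µM SAHA wells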
DAX1 inh-1: NR0B1 (DAX1) inhibition. HEK293 Gal4-DAX1 luciferase reporter, luminescence. inhibition, % at 6.75 µM. hit rate 0.99% among 340,000. AID 504766;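 active means inhibition above the mean over all tested compounds plus 3 SD, cut at about 4.2% in these data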;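 further: 0% = DAX1-transfected cells with DMSO and 100% = empty-vector control cells with DMSO; inhibition shows as a rise in luminescence from relieved DAX1 repression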
Target sequence (P51843 207-470 limits assumed): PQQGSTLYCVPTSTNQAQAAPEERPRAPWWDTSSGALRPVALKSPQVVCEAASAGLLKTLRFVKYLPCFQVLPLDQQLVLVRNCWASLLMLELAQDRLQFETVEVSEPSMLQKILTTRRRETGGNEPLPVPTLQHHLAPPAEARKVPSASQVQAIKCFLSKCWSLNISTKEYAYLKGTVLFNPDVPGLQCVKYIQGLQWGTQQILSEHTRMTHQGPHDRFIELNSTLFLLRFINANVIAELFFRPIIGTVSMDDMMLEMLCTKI
DAX1 inh-2: DAX1 (NR0B1) inhibition, primary screen | HEK293T StAR-luciferase reporter, SF-1/DAX-1 repression relief | inhibition, % at 6.8 µM | hit rate 1.1% among 370,000 | AID 652010;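 active means inhibition above the mean over all tested compounds plus 3 SD, cut at about 3.6% in these data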;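 further: 0% = DAX-1 cells with DMSO and 100% = cells lacking DAX-1 with DMSO; higher inhibition means more luminescence from relief of DAX-1 repression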
* marks the source's active call; other numbers are inactive results; i = inactive; · = not tested or not shown.

SMILES,PG9 Ab binder,hcDAF-12 act,ssDAF12 agonist,sPLA2-III inh,NR1D1 modulator,hgDAF12 agonist,PLCb3 inh,SMARCA2 activ,FXN GAA850 act,DAX1 inh-1,DAX1 inh-2
CC(=O)N1CCc2cc(S(=O)(=O)NC3CCN(C(=O)OCc4ccccc4)CC3)ccc21,·,-5.7,-2.0,-14,4,-5.6,2,-8,·,·,-3.8
CC(C)C[C@@H](COc1ccccc1)N1CCN(Cc2ccccc2)CCC1=O,-1.4,-1.1,-1.9,-10,-5,-2.1,3,3,·,0.1,0.1
O=C(NNc1ccc(-c2csnn2)cc1)c1cc(Cl)cc(Cl)c1,0.9,4.3,0.0,1,4,0.3,-7,-1,1.9,·,1.1
CN(C)C1(CNC(=O)C2CCN(S(=O)(=O)c3c(Cl)cccc3Cl)CC2)CCCCC1,2.6,-1.1,-0.1,3,-1,-0.2,-9,-2,1.3,2.2,0.4
O=C1/C(=C/c2ccncc2)Oc2cc(OS(=O)(=O)c3ccccc3)ccc21,0.6,0.4,-1.2,3,9,2.1,-9,-4,2.0,0.7,-0.3
CC(=O)N1CCN(c2ccc(N3CCN(C(C)=O)[C@H](C)C3)c(C)c2)[C@@H](C)C1,-2.0,-0.6,-1.4,2,-5,1.6,4,4,·,·,-2.2
Cc1cc(C)n(CCC(=O)N=Nc2c(O)[nH]c3ccccc23)n1,-4.2,-1.0,-1.2,-1,-2,-1.7,-4,-3,0.5,0.7,-0.3
CN(C)CCCNC(=O)OC1CC2CC1[C@H]1CCCCN1C2=O (stereo partly specified),0.5,-1.6,-1.5,7,-4,-2.3,4,0,·,·,0.6
CN(NS(=O)(=O)c1ccccc1)c1nc2ccccc2nc1C(F)(F)F,0.3,-0.6,-1.6,-11,9,-1.5,1,-3,0.6,-1.2,-0.9
O=C1c2ccccc2C(=Nc2ccccc2)C1c1cccc(Br)c1 (stereo unspecified),-2.5,-1.4,-0.2,2,-5,0.9,-2,-1,-2.8,1.4,0.5
Cc1nn(-c2ccccc2)nc1C(=O)Nc1nnc(C(F)(F)F)s1,2.3,-0.7,-1.5,1,0,-0.9,-16,-5,-0.1,2.4,-0.2
Cc1cc(N2CCOCC2)nc(SCC(=O)c2ccc(Cl)cc2)n1,-1.9,-2.1,-1.5,-15,-4,-3.2,0,-1,1.5,-0.3,-0.2
O=C(Nc1ccccc1Br)C1CCC(=O)N1Cc1ccccc1Cl (stereo unspecified),-0.5,1.8,-1.8,0,0,-0.5,1,0,-0.9,-0.3,-0.2
COc1ccc(NC(C)=O)cc1C#N,1.2,-1.0,-1.0,4,·,2.5,-2,2,1.1,3.0,0.3
NC(=NCCc1ccccc1)NS(=O)(=O)c1ccc(F)cc1,-1.7,0.6,-1.2,-6,-3,1.6,3,2,3.7,-0.1,-0.2
COc1ccc(NC2CCCN(C(=O)c3csc(C)n3)C2)cc1 (stereo unspecified),-2.9,4.4,-0.7,0,-3,-0.9,0,4,3.2,0.3,1.3
COc1ccc(S[C@]2(C(=O)N3CCOCC3)CC(=O)N[C@@H]2c2ccc(OC)cc2)cc1,·,-0.2,-1.0,4,4,-3.3,-5,-1,·,·,-1.4
C=CCNC(=O)COC(=O)c1ccccc1C(=O)N(C)C1CCCCC1,0.3,-0.3,-1.2,-1,1,-2.5,-2,1,2.1,-0.8,0.3
CSc1ncccc1C(=O)NCC(=O)Nc1ccc(F)c(F)c1,-2.2,-0.4,-0.2,-3,-1,-1.6,-3,2,1.1,1.1,-0.7
Cc1noc(C)c1COc1ccc(C(=O)NCC(c2c(F)cccc2Cl)N(C)C)cc1 (stereo unspecified),-1.6,-0.7,-0.9,-3,-8,-2.5,4,4,-1.8,0.7,-1.5
O=S(=O)(Nn1cnnc1)c1ccc(F)cc1,-2.4,-1.0,-0.9,2,2,-2.9,5,-2,-2.6,·,0.0
O=C(CSc1nnc(CNC(=O)c2ccccc2)o1)Nc1nccs1,-0.7,-0.5,-1.0,2,-6,4.0,-5,-2,-1.3,0.0,0.0
CCOC(=O)c1ccccc1NC(=O)c1cccc2c1C(=O)N(C1CCN(C(=O)OCC)CC1)C2,-1.0,-0.7,-1.0,-5,-3,2.1,1,-4,0.5,0.8,-0.3
CC(=O)NCCC(=O)Nc1nc(-c2ccccc2Cl)cs1,-0.2,-1.6,-1.0,-2,10,-1.1,2,0,2.0,-0.2,0.3
NC(=O)[C@@H]1CCCN1C(=O)[C@H](CCc1ccccc1)NC(=O)[C@H]1O[C@@H](n2cnc3c(N)ncnc32)[C@H](O)[C@@H]1O,-2.9,-1.1,-1.0,5,4,-3.6,2,-1,·,·,0.2
C[C@H]1CN([C@@H](C)CO)C(=O)c2cccc(NC(=O)c3ccc(-c4nccs4)cc3)c2O[C@@H]1CN(C)C(=O)NC1CCCCC1,1.5,0.1,-1.7,1,3,2.9,-1,0,-1.2,0.5,-0.2
CCC1CCCCN1CCCNC(=O)CCC(=O)N1CC(C)Oc2ccccc21 (stereo unspecified),-1.9,-1.7,-0.9,-2,-2,2.1,-2,-1,-0.5,-0.4,0.2
Cc1cc(CNC(=O)[C@H]2C[C@@H]2[C@H](NP(=O)(c2ccccc2)c2ccccc2)c2ccccc2)nn1C,-0.3,-1.8,-1.4,13,-5,-1.6,8,0,·,·,-0.3
CCOC(=O)Nc1ccc(S(=O)(=O)Nc2nc(C)cc(C)n2)cc1,-2.2,-0.7,-0.8,-5,-3,-0.3,3,-1,-0.4,0.6,0.1
Cc1ccccc1CN(c1ccc(C(=O)N2CCc3ccccc3C2)cc1)S(C)(=O)=O,0.8,-2.7,-2.3,-32,-3,-3.2,0,-5,0.4,0.7,-1.8
CCN1CCN(C2CCCCC2NS(=O)(=O)c2ccccc2)CC1 (stereo unspecified),0.8,1.6,-1.3,3,-1,0.8,-5,-3,0.2,0.2,0.5
CCc1[nH]nc2c1C(C(C)C)C(C#N)=C(N)O2 (stereo unspecified),1.4,-1.2,-0.7,-4,4,-1.4,-1,-2,-1.3,2.2,-0.4
COC(=O)[C@H](Cc1ccccc1)NC(=O)C1CCN(C(=O)[C@H](C)NS(=O)(=O)c2ccc(C)cc2)CC1,0.0,-0.5,-0.9,3,-7,-0.2,-6,-3,-0.9,0.1,-1.0
COc1ccccc1-n1c(COc2ccccc2-c2ccccc2)nnc1SCC(=O)c1c(N)n(C)c(=O)n(C)c1=O,0.1,0.0,-0.4,5,1,1.6,2,-2,0.5,-0.5,0.0
CN(C)Cc1c(O)ccc2c(=O)c(-c3ccc(Cl)cc3)coc12,-1.4,1.9,-1.4,-7,-5,3.1,i,5,2.0,0.8,-0.2
CN(C(=O)C1CCCO1)c1nnc(-c2cnccn2)s1 (stereo unspecified),0.4,-1.7,-1.1,4,-6,0.2,-49,-3,0.0,0.6,0.0
O=C(Cn1c(=O)oc2ccccc21)Nc1nnc(N2CCCCCC2)s1,1.5,-0.5,-1.1,3,-6,-0.6,1,3,-0.1,0.2,0.5
O=C(CSc1nnc(-c2ccncc2)o1)Nc1cc(Cl)ccc1C(=O)O,-2.0,-0.7,-0.7,0,1,0.6,-7,-2,0.0,0.3,-0.1
Cc1ccc(S(=O)(=O)CCC(=O)OCC(=O)Nc2sccc2C#N)cc1,0.3,1.1,-0.6,0,-4,1.0,-2,1,-0.3,1.1,1.0
CCOC(=O)[C@@H]1[C@H]2COc3cc(OC)ccc3[C@H]2N2C(=O)N(c3ccc(C(F)(F)F)cc3)C(=O)[C@]12C,0.1,-1.2,-1.2,3,-2,-1.3,6,-2,-5.5,0.5,-1.2
c1cc2c3c(cccc3c1)NC1(CCCCC1)N2,-3.4,1.6,0.7,16,-16,-2.3,-16,-1,0.2,1.4,-0.4
CCN1C(=O)[C@H]2[C@@H](c3ccc(-c4cccc(Cl)c4)c(OC)c3)N[C@@](C)(C(=O)OC)[C@H]2C1=O,0.8,-2.0,-1.4,-9,3,-1.6,-4,-1,-0.1,0.8,-0.1
O=C(CCl)Nc1ccc(S(=O)(=O)Nc2nccs2)cc1,-0.8,-1.4,-0.7,-5,3,-3.0,-3,0,1.2,-0.3,-1.0
COC(=O)CCc1c(C)nn(-c2ccccc2)c1C,-0.9,0.8,-0.4,2,-5,2.9,6,0,0.8,0.1,1.1
COC(=O)[C@@]12C[C@@H](CC(=O)N3CCSCC3)C(=O)N(Cc3ccccc3)C1=CCC(C)(C)C2,-0.1,-0.7,-1.3,0,-2,3.2,1,-2,·,·,-0.7
C=CCn1c(N(C)C)nc2c1c(=O)[nH]c(=O)n2C,-0.2,-1.9,-0.9,2,3,-0.8,3,-2,0.5,-0.1,0.8
OC[C@@H]1CN(Cc2cccc(C(F)(F)F)c2)C[C@H](n2cnc3c(NCc4ccc(F)cc4)ncnc32)O1,0.2,-2.1,-1.7,-11,1,-2.6,5,-3,-1.6,·,-1.7
CCn1c(NC(=S)Nc2ccccc2)nc2ccccc21,-0.5,1.7,-0.3,23*,18,0.8,-6,3,-0.3,1.7,0.6
CC1(Cc2ccc(C(F)(F)F)o2)C(=O)Nc2ccc(-c3cccc(C(F)(F)F)c3)cc21 (stereo unspecified),-2.3,-1.3,-1.2,-1,7,0.1,-1,0,-0.9,·,-2.6
Cn1c(=O)c(NCCO)c2c3c(cccc31)C(=O)c1ccccc1-2,-1.5,-1.4,-1.5,-438,101*,0.3,i,-2,-0.1,0.1,0.1
CC(c1ccc(C(C)(C)C)cc1)S(=O)CC(O)CO (stereo unspecified),4.1,0.1,-1.4,6,2,0.3,-1,-3,1.4,0.8,0.4
COC(=O)CN1C(c2cccc(Cl)c2)=Nc2ccc(Cl)cc2C1c1ccccc1 (stereo unspecified),-2.3,10*,-1.1,-10,0,1.2,-15,-4,8.5*,-0.4,0.3
CC(C)(C#CC(O)(c1ccccc1)c1ccccc1)N1CCCC1,0.4,-0.6,-1.3,-8,2,-1.5,-3,1,-1.3,2.9,0.6
O=C(Cc1ccccc1)N/N=C/c1ccccn1,-1.0,-1.6,-1.2,-1,0,4.4,-3,0,2.1,0.1,0.9
CCOc1ccc(C2/C(=C(/O)c3ccc(F)cc3)C(=O)C(=O)N2CCCN(C)C)cc1 (stereo unspecified),-2.9,0.3,-1.4,1,-4,0.7,1,0,-1.1,0.1,-0.4
CCCOc1ccc(F)cc1-c1cc(C(=O)Nc2ccc(OC)cc2OC)[nH]n1,0.3,-1.1,-2.0,6,0,-0.3,3,-1,2.2,·,-0.1

Screens: PubChem BioAssay, several laboratories
